697 NFkB inh = inhibitors of PMA/ionomycin-induced NF-kB reporter, 697 cells, primary screen, B-cell NF-kB inhibitor project, cell-based, luminescence, uHTS. 697 B-cell NF-kB luciferase reporter, 16 h. inhibition, % at 4 µM. hit rate 0.33% among 330,000. AID 435022, 2010; in the data active means inhibition above about 35%
APJ agonist = agonists of human apelin receptor APJ, primary screen, CHO-K1 cells, PathHunter beta-arrestin, luminescence; 0% DMSO wells, 100% apelin; activation, % at 20 µM; hit rate 0.11% among 330,000; P35414;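 active means activation more than six SD over the plate average, tested at 20 µM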;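 further: 0% = DMSO alone and 100% = apelin-13 at 10 nM; some results filed as inactive read as strong as hits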
Target sequence (P35414 whole entry, looked up): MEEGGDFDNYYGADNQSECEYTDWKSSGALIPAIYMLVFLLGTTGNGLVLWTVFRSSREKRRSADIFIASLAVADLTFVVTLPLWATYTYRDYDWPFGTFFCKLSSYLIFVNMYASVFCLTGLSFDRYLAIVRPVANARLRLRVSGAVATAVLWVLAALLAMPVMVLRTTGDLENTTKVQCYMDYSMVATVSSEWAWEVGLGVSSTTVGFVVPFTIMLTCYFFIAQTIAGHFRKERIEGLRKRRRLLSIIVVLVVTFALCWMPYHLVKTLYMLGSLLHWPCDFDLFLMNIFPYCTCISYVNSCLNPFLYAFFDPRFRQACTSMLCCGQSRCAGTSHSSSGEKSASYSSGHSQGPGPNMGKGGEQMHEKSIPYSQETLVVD
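Material: CHO-K1 APJ beta-arrestin complementation cell line; Input: cell density 1000 per well; Incubation: compound stimulation 90 min at 25 °C, detection 60 min; Signal: luminescence from split beta-galactosidase complementation, Galacton Star/Emerald II substrate; Controls: DMSO-only wells as negative, 10 nM Apelin-13 as positive control.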
Mdm2 MdmX PPI = inhibitors of human Mdm2-MdmX association, primary screen, cell-based, luminescence, split luciferase, SaOS-2, uHTS. AID 485346, 2010. SaOS-2 split-luciferase Mdm2/MdmX complementation. Protein Mdm4 (Homo sapiens) + E3 ubiquitin-protein ligase Mdm2 (Homo sapiens), …. inhibition, % at 8 µM. hit rate 3% among 330,000;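 active means inhibition of at least 50% at 8 µM in the primary screen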
tim23-1 inh = growth inhibitors of tim23-1 mutant yeast, primary screen, luminescence, uHTS; S. cerevisiae tim23-1 growth, BacTiter-Glo luminescence, 24 h; inhibition, % at 20 µM; hit rate 1.3% among 330,000;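 active means growth inhibition of the mutant yeast at or above 50%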;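 further: temperature-sensitive mutant grown at 25 °C; plate controls were DMSO-treated mutant yeast for no effect and medium wells lacking yeast for full effect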
XBP1 UPR activ = activators of adaptive XBP1 UPR arm, primary screen, cell-based, CHO-XBP1 luciferase reporter, luminescence, uHTS. IRE1-XBP1 UPR activation; percent of tunicamycin response, DMSO as zero. activation, % at 20 µM. hit rate 0.33% among 330,000. AID 463104, 2010;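 active means versus positive control, 20 µM dose yields 30% or more activation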;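 further: 100% = tunicamycin at 10 µg/mL and 0% = DMSO only wells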
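Material: IRE1-XBP1 luciferase reporter CHO line / Quantity: one thousand reporter cells per well / Buffer or medium: F12 with 10% serum / Compound: 20 µM single concentration, DMSO 1% / Times: 6 h treatment, 37 °C / Detection: Steady-Glo luciferase glow luminescence, 10 min after reagent addition / Benchmarks: tunicamycin high, DMSO low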
Jurkat NFkB inh = inhibitors of induced NF-kB luciferase reporter, primary screen, TCR NF-kB activation inhibitor project, cell-based, luminescence, uHTS | Jurkat, PMA/ionomycin-induced NF-kB luciferase reporter | inhibition, % at 4 µM | hit rate 0.53% among 330,000; in the data active means inhibition above about 50%
APJ antag = antagonists of human apelin receptor APJ, primary screen, CHO-K1 cells, beta-arrestin complementation, luminescence. inhibition, % at 20 µM. P35414. hit rate 0.32% among 330,000;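 active means inhibition above about 40% at 20 µM, limit read from the data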;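 further: cells challenged with 10 nM apelin-13 agonist together with compound; plate controls were apelin-13 plus DMSO wells for no effect and DMSO wells lacking apelin-13 for full effect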
UPR CHOP act = activators of apoptotic CHOP UPR arm, primary screen, cell-based, CHO-CHOP luciferase reporter, luminescence, uHTS; UPR activation; percent of tunicamycin response over DMSO baseline; activation, % at 10 µM; hit rate 0.34% among 330,000; AID 449763, 2010;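 active means at 10 µM dose, activation of 40% or more, normalized to positive control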;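 further: 100% = tunicamycin at 10 µg/mL and 0% = DMSO alone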
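System: CHO-CHOP luciferase reporter cell line | Buffer or medium: F12 medium containing 10% fetal bovine serum | Doses: One dose, 10 µM in 0.5% DMSO | Times: 6 h compound exposure at 37 °C after overnight seeding | Signal: Luciferase luminescence | Read-out: % activation vs tunicamycin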
Starred values were filed as active, the others as inactive.

SMILES	697 NFkB inh	APJ agonist	Mdm2 MdmX PPI	tim23-1 inh	XBP1 UPR activ	Jurkat NFkB inh	APJ antag	UPR CHOP act
O=C(O)c1cc(C(F)(F)F)nc2c(C(F)(F)F)cccc12	-1	-5	-4	-3	-1	-10	12	1.1
O=C(CCC(=O)NC1CCCCC1)N/N=C/c1ccncc1	2	-1	9	5	-3	5	-16	-1.3
CCOc1cc2[nH]c(=O)n(CCC(=O)NCCc3ccc(OC)c(OC)c3)c(=O)c2cc1OCC	-5	0	-1	8	0	-17	-14	1.0
COc1ccc(CN2CCC(CO)(CCOc3ccccc3)CC2)c(OC)c1C	9	-5	17	-14	2	37	20	1.5
CCc1nnc(NS(=O)(=O)c2ccc(N3C(=O)C4CC=C(Cl)CC4C3=O)cc2)s1 (stereo not given)	1	0	17	-16	-3	15	13	0.9
Cc1ccc(NC(=O)CCNC(=O)c2ccc(Br)cc2)cc1S(=O)(=O)N1CCCCCC1	4	0	26	-1	-3	14	17	0.0
Cc1c(C(=O)OC(C)C)[nH]c2c1C(=O)CC(C)(C)C2	-28	2	14	6	0	-10	19	4.6
Cc1nnsc1C(=O)N/N=C/c1ccccc1Cl	16	-1	5	-8	1	-5	16	2.4
O=C(CNS(=O)(=O)c1c(Cl)cccc1Cl)OCC(=O)c1ccc[nH]1	-6	-5	6	5	-1	7	-7	0.0
O=C(c1ccco1)N1CCN=C1SCc1cccc(F)c1	5	-4	-19	20	1	-3	-3	1.8
O=C(Nc1ccc(F)cc1F)c1c(C(F)(F)F)ccnc1Oc1ccc(Cl)cc1	10	0	25	7	-1	0	18	-3.0
O=C1CCCN1CCC12CC3CC(CC(C3)C1)C2	4	-3	4	34	1	-2	-5	-2.6
O=C(NCCc1ccccc1)c1nc2ncccn2n1	-26	-4	-19	10	-5	-12	-28	-0.3
CC(Cc1cccs1)NC(=O)c1cccc(Cl)c1 (stereo not given)	-37	-3	-24	7	-1	-30	2	3.5
CC(C)Cn1c(N)c(C(=O)COC(=O)C2Cc3ccccc3CN2S(C)(=O)=O)c(=O)n(C)c1=O (stereo not given)	-1	3	11	14	-4	13	4	1.7

Grouped by structure: those above containing an aryl methoxy group (two)
SMILES	697 NFkB inh	APJ agonist	Mdm2 MdmX PPI	tim23-1 inh	XBP1 UPR activ	Jurkat NFkB inh	APJ antag	UPR CHOP act
CCOc1cc2[nH]c(=O)n(CCC(=O)NCCc3ccc(OC)c(OC)c3)c(=O)c2cc1OCC	-5	0	-1	8	0	-17	-14	1.0
COc1ccc(CN2CCC(CO)(CCOc3ccccc3)CC2)c(OC)c1C	9	-5	17	-14	2	37	20	1.5

Remaining list, next part
SMILES	697 NFkB inh	APJ agonist	Mdm2 MdmX PPI	tim23-1 inh	XBP1 UPR activ	Jurkat NFkB inh	APJ antag	UPR CHOP act
CCn1c(CNc2ccc(Cl)cc2)nnc1SCC(=O)NCc1ccccc1	-3	1	32	-3	-2	1	6	0.3
CCCC(C(=O)NCC1CCCO1)N(Cc1ccccc1)C(=O)CNS(=O)(=O)c1ccccc1 (stereo not given)	17	3	0	9	4	6	14	0.2
COC(=O)CSc1nc(SCc2ccccc2Cl)nc2c1CCCC2	-7	-1	21	18	-3	-10	1	-2.8
Cc1ccc(N2CC(C)Cn3c2nc2c3c(=O)n(CC(=O)OCc3ccccc3)c(=O)n2C)cc1C (stereo not given)	-18	-3	19	5	0	-6	-4	5.3
O=C(Cc1ccc(F)cc1)N1CCC2(CC1)NCCc1[nH]cnc12	4	-5	11	-7	-2	3	6	0.2
N#Cc1c(N)c(C(=O)c2ccc(Cl)cc2)n2c1CCC2	-18	-2	12	-5	-2	5	10	-1.0
CCN(C(=S)NC(=O)CCc1ccccc1)c1ccccc1	13	-3	-4	11	1	5	6	-0.1
CS(=O)(=O)c1cccc(C(=O)OCC(=O)Nc2ccc3c(c2)OCO3)c1	26	-3	10	-15	-3	5	1	-1.0
COc1ccc(NC(=O)N2CCCC(c3nc(-c4ccc(F)cc4)no3)C2)cc1 (stereo not given)	0	-4	25	10	2	1	17	0.4
Cc1cc2c(cc1S(=O)(=O)Nc1c(C)cccc1C)n(C)c(=O)c(=O)n2C	0	-3	14	-7	-2	-6	-22	-0.3
CCOC(=O)NCC(C)(C)CNC(=O)OCC	11	-2	-10	4	4	0	2	0.9
COc1ccc2nc3cccc(OC)c3nc2c1	4	6	24	4	3	-5	-80	1.1
COc1ccc(C(c2nnnn2Cc2cccs2)N2CCN(c3ccccc3F)CC2)cc1OC (stereo not given)	6	2	0	6	-2	5	10	-1.4
COC(=O)CN1C(=O)C2(C(C#N)=C(N)Oc3ccccc32)C2=C1CC(C)(C)CC2=O (stereo not given)	8	0	7	-4	-1	4	9	-1.0
NC(=O)c1ccc(Nc2ccc3nonc3c2[N+](=O)[O-])cc1	-9	3	19	1	-2	11	-13	-1.5
Cc1ccc2c(CN(C)Cc3ccc(OC(F)F)cc3)cc(=O)oc2c1C	-2	-1	12	22	4	7	5	1.0
COc1cccc(NC(=S)NCCc2ccccn2)c1	-8	1	2	-3	0	-8	9	-0.6
Cc1ccc(NS(=O)(=O)c2cccc(C(=O)N3CCCCC3)c2)cc1	3	-3	13	17	-3	1	8	0.8
CC(=O)Nc1ccc(NC(=O)C(C)Sc2n[nH]c(=O)n2Cc2ccccc2)cc1 (stereo not given)	20	1	20	-1	1	5	-1	0.9
CCC(C)Sc1ccc([C@@H]2[C@@H]3C(=O)N(C)C(=O)[C@@H]3[C@]3(C(=O)OC)CCCCN23)cc1OC (stereo not given in full)	-4	-8	19	31	-1	-1	8	0.0
O=C(Nc1ccccc1)c1ccc(Br)c(S(=O)(=O)Nc2ccccn2)c1	13	-1	-1	7	-4	19	-5	2.3
CCN(CC)S(=O)(=O)c1ccc(-c2nnc(SCC(=O)Nc3ccc4c(c3)OCO4)o2)cc1	1	2	-7	15	-3	1	9	-0.4
CCc1nnc(NC(=O)CSc2ccc(-c3ccccc3OC)nn2)s1	19	-4	-1	13	-2	-6	-8	-0.9
O=C(CSc1nc2ccc(NC(=O)C3CCCCC3)cc2s1)NCC1CCCO1 (stereo not given)	-15	1	-20	16	0	-18	-10	3.5
O=C(c1cc(C2CC2)on1)N1CCCC(N2CCN(c3cccc(C(F)(F)F)c3)CC2)C1 (stereo not given)	-3	-3	17	32	-2	-7	7	6.8
CN(CCOc1ccccc1)c1ccc(S(=O)(=O)N2CCCCC2)cn1	-21	-3	9	33	0	-4	1	0.0
C#CCOc1nc2c(c(=O)n(C)c(=O)n2C)n1Cc1ccccc1	-7	0	6	5	1	5	11	2.8
COc1ccc(OC)c(NC(=O)CN2C(=O)COc3ccc(S(=O)(=O)N4CCCC4)cc32)c1	4	-2	11	6	-1	3	-16	2.7
Cc1ccc(CS(=O)(=O)c2cn(CC(=O)N3CCOCC3)c3ccccc23)cc1	-5	-8	3	-2	-1	-4	-11	2.6
CC(CCc1ccco1)N(C)S(=O)(=O)c1csc(C(N)=O)c1 (stereo not given)	-19	8	8	3	-5	10	10	0.5
Cc1noc(C)c1CSCC(=O)N(C)CC(=O)Nc1ccccc1Cl	-53	0	-9	14	-4	-19	-5	-1.2
CCOc1ccc(Cn2c(=O)sc3ccccc32)cc1	14	-4	0	12	2	-2	-28	1.4
CC(C)Cc1nnc(NC(=O)c2cccc(S(=O)(=O)N3CCN(C)CC3)c2)s1	-16	-4	-1	1	-2	12	10	-0.4
Cc1cc(C)n2nc(SCC(=O)N(CCC#N)c3ccc(F)cc3)nc2n1	11	-3	18	5	1	6	-18	0.7
CCOC(=O)c1[nH]n(-c2ccc(Cl)cc2)c(=O)c1C	26	-4	-20	18	-1	8	0	-0.6
CCC(=O)NC(=S)Nc1c(C)cc(Br)cc1C	10	-2	18	0	-2	-3	-8	1.3
Cc1cc(C)nc(SCc2nnc(SCC(N)=O)o2)n1	16	-3	1	-2	-3	2	-7	0.4
O=C1CN(C(=O)COC(=O)c2ccc(Br)o2)c2ccccc2N1	13	-2	13	12	0	-14	3	-2.0
Cc1cccc(N2CN(Cc3ccco3)CNC2=S)c1	-10	-4	-10	2	2	-1	3	1.9
Cn1c(-c2ccccc2)cnc1NCc1cc2c(cc1[N+](=O)[O-])OCO2	-8	-2	-3	-18	-5	1	14	1.7
Cn1cc(/C=C2\SC(=S)N(N3CCOCC3)C2=O)c2ccccc21	-6	4	50*	-6	2	5	-2	7.5
Cc1ccc(OC(=S)Nc2ccc(O)cc2)cc1	8	2	9	-3	0	19	14	-2.4

Reformatted: results already given.
| canonical_smiles | 697 NFkB inh | APJ agonist | Mdm2 MdmX PPI | tim23-1 inh | XBP1 UPR activ | Jurkat NFkB inh | APJ antag | UPR CHOP act |
| --- | --- | --- | --- | --- | --- | --- | --- | --- |
| Cc1cc(C)n2nc(SCC(=O)N(CCC#N)c3ccc(F)cc3)nc2n1 | 11 | -3 | 18 | 5 | 1 | 6 | -18 | 0.7 |
| CCOC(=O)c1[nH]n(-c2ccc(Cl)cc2)c(=O)c1C | 26 | -4 | -20 | 18 | -1 | 8 | 0 | -0.6 |
| CCC(=O)NC(=S)Nc1c(C)cc(Br)cc1C | 10 | -2 | 18 | 0 | -2 | -3 | -8 | 1.3 |
| Cc1cc(C)nc(SCc2nnc(SCC(N)=O)o2)n1 | 16 | -3 | 1 | -2 | -3 | 2 | -7 | 0.4 |
| O=C1CN(C(=O)COC(=O)c2ccc(Br)o2)c2ccccc2N1 | 13 | -2 | 13 | 12 | 0 | -14 | 3 | -2.0 |
| Cc1cccc(N2CN(Cc3ccco3)CNC2=S)c1 | -10 | -4 | -10 | 2 | 2 | -1 | 3 | 1.9 |
| Cn1c(-c2ccccc2)cnc1NCc1cc2c(cc1[N+](=O)[O-])OCO2 | -8 | -2 | -3 | -18 | -5 | 1 | 14 | 1.7 |

Screening data: PubChem, Sanford-Burnham Center for Chemical Genomics
